BRCA1 expr up: BRCA1 expression activation | actives 1.1% (n = 380,000) | AID 624202 | Potency, µM (highest dose often 46.1 µM), for inactives: at the top dose activation, hits mostly activators | MCF7-BRCA1-FFLuc reporter, luminescence, 48 h; response scale: scaled: vehicle 0%, 10 µM genistein 100%; note: potency is the fitted concentration of half-maximal effect; nearly all actives have a fitted effect of over 80% in size; some results filed as inactive show a strong effect at the top dose
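Reporter cells (MCF7, BRCA1 promoter-firefly luciferase) received library compounds across a concentration series for 48 h. End-point luminescence was measured and concentration-effect curves derived after normalization.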
Gal4-VP16 FLuc: inhibits Gal4-VP16 luciferase reporter, ROR gamma counter-screen; Drosophila S2 Gal4-VP16 UAS-luciferase, luminescence, 20 h; Potency, µM (series often up to 53.6 µM), for the others: at the top dose activity, negative = inhibition, actives largely listed as inhibitors; actives 3.5% (n = 310,000);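 note: Gal4-VP16 expression switched on by copper sulfate through the metallothionein promoter; potency is the fitted concentration of half-maximal effect; % is set by controls: 0 for no effect and ±100 for the full control effect; nearly all actives have a fitted effect of over 50% in size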
ELG1 genotoxic: inducers of genotoxicity in HEK293T ELG1-luciferase cells; HEK293T ELG1-luciferase reporter, luminescence, 16 h; Potency, µM (top dose mostly 46 µM), without a hit: at the top dose activity change, positive = activation, hits mostly activators; actives 1.3% (n = 330,000); note: potency is the fitted concentration of half-maximal effect; % of control where 0% means no effect; nearly all actives have a fitted effect of over 60% in size
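After overnight (16 hr) compound treatment at 37 °C, ELG1-luciferase HEK293T cells were lysed with ONE-Glo; luminescence quantified 30 min later at room temperature.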
FLuc counter: firefly luciferase modulation, counter-screen for miR-21 project; P08659; purified FLuc, Km substrates, luminescence inhibition; Potency, µM (highest dose often 57.5 µM), without a hit: at the highest dose activity change, negative = inhibition, hits mostly inhibitors; actives 6.9% (n = 360,000); AID 588342;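 note: potency is the fitted concentration of half-maximal effect; plate controls were vehicle for no effect and reference inhibitor for full effect; nearly all actives have a fitted effect of over 55% in size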
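Biochemical qHTS of compounds, final roughly 60 µM downward over six points, against 10 nM purified firefly luciferase using Km concentrations of substrates (10 uM D-luciferin, 10 uM ATP) in Tris acetate pH 7.5 buffer; luminescence output.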
p53 reactivation: mutant p53 re-activation in reporter cells | Potency, µM (titrated, usually from 92.2 µM), inactives show at the top dose activity change, positive = activation, most hits filed as activators | AID 504706 | H1299 p53-A138V BP100-luciferase reporter, luminescence, 24 h | actives 0.063% (n = 320,000); note: potency is the fitted concentration of half-maximal effect; % of control where 0% means no effect; nearly all actives have a fitted effect of over 45% in size
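H1299 (p53-null), stable ts p53-A138V + BP100-Luc; 1000 cells/well, Opti-MEM/10% FBS; cpd 4 pt, 1:5; 24 h, 37 deg C, 5% CO2; detection reagent 10 min RT; luminescence.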
Giardia kill: kills Giardia lamblia; Giardia lamblia trophozoite viability; activity change, % at 7.66 µM, hits read low; actives 0.15% (n = 340,000); in the data active = activity change below about -80%; inconclusive = between about -30% and that limit;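 note: parasites exposed to compound for two days anaerobically before the ATP read; % is set by controls: 0 for no effect and ±100 for the full control effect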
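ATP-content bioluminescence gauges trophozoite survival. Cells (100/well) receive compound and incubate anaerobically for 48 hrs at 37 deg C; detection reagent follows for 15-30 min at room temperature.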
Menin MLL FP TR: menin-MLL binding inhibition, Texas Red mutant peptide; O00255; Menin + Texas Red MLL mutant peptide, fluorescence polarization; Potency, µM (highest dose often 61.6 µM), without a hit: at the top dose FP activity change, negative = inhibition, most hits filed as inhibitors; actives 0.23% (n = 270,000); active = well fitted inhibition curve with a large enough effect in the polarisation, with a control signal flat, not every such curve was filed as active; inconclusive = small, poorly fitted or top-dose-only effect, or effect the other way, or a change in a side signal; inactive = no such curve, though single readings can be large or run the other way; the % refers to the polarisation; note: potency is the fitted concentration of half-maximal effect; % of control where 0% means no effect; many of its hits are not listed in these tables
Target sequence (O00255 whole entry, looked up): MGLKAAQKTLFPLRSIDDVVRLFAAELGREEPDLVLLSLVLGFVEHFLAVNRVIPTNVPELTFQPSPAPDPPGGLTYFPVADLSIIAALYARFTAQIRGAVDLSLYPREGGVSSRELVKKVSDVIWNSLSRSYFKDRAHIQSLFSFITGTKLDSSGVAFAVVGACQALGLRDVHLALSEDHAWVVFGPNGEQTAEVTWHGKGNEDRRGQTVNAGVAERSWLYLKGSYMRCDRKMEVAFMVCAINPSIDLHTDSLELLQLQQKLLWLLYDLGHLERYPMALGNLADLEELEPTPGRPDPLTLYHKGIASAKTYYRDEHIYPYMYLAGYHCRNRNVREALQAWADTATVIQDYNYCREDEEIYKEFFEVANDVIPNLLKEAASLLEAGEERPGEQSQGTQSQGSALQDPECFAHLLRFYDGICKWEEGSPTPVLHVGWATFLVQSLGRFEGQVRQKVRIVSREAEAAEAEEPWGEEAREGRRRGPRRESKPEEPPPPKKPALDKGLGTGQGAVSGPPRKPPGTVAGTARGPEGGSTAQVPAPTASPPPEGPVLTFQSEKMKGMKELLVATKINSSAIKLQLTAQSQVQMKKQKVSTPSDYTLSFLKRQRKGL
NPC1 promoter act: activates the NPC1 promoter. Huh7 NPC1 promoter luciferase reporter, 24 h. AID 485313. actives 2.4% (n = 320,000). Potency, µM (highest dose often 9.22 µM), without a hit: at the top dose activation, actives largely listed as activators;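 note: potency is the fitted concentration of half-maximal effect; % of control where 0% means no effect; nearly all actives have a fitted effect of over 60% in size; reporter is driven by a mutant NPC1 promoter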
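Huh7 cells stably carrying NPC1 promoter–luciferase, plated in Opti-MEM with 10% FBS for 2 h, were exposed to compound in DMSO for 24 h at 37 °C; luciferase reagent was added for 10 min and luminescence read.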
Rab9 promoter act: activates the Rab9 promoter; Huh7 Rab9 promoter-luciferase reporter, luminescence, 24 h; Potency, µM (doses to about 9.22 µM), for inactives: at the highest dose activation, negative = inhibition, hits mostly activators; actives 2.8% (n = 320,000); AID 485297; note: potency is the fitted concentration of half-maximal effect; % of control where 0% means no effect; nearly all actives have a fitted effect of over 60% in size
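Luminescence read-out: Huh7 cells stably expressing Rab9-luciferase, treated 24 h with compound at 37 °C, then lysed with luciferase reagent for 10 min at ambient before reading.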
RORg inh: ROR gamma (mouse) transcription inhibition. P51450. Drosophila S2 Gal4-RORgamma UAS-luciferase reporter, 20 h. Potency, µM (highest dose often 53.6 µM), for the others: at the highest dose activity change, negative = inhibition, usual class: inhibitors. actives 5.4% (n = 310,000); note: potency is the fitted concentration of half-maximal effect; % is set by controls: 0 for no effect and ±100 for the full control effect; nearly all actives have a fitted effect of over 60% in size
Target sequence (P51450 whole entry, looked up, the tested form may be a part): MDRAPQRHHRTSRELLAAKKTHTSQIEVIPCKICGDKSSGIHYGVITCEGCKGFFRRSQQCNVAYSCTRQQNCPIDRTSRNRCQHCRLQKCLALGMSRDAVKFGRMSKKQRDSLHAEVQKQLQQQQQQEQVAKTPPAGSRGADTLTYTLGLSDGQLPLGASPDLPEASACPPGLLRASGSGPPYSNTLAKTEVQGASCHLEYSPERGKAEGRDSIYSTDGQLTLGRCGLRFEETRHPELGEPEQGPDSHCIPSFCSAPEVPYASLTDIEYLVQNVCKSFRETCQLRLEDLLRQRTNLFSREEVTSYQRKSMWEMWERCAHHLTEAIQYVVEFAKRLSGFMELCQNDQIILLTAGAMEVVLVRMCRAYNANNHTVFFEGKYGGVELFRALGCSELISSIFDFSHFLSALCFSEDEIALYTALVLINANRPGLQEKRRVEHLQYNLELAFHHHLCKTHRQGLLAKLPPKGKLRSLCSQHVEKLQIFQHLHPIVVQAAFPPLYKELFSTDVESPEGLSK
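Compounds are pin-transferred onto Drosophila Schneider cells expressing a copper-inducible Gal4–ROR gamma transactivation domain fusion. After 1 hr, copper sulfate is added to 700 uM final; luciferase is read 20 hr later.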
PKM2 activator: increases activity of human pyruvate kinase M2; purified PKM2, Kinase-Glo ATP luminescence, activation; response scale: 0% is enzyme alone, no compound; Potency, µM (highest dose often 57.5 µM), for the others: at the top dose activation, hits mostly activators; actives 0.34% (n = 260,000); AID 1631; note: potency is the fitted concentration of half-maximal effect; % is set by controls: 0 for no effect and ±100 for the full control effect; nearly all actives have a fitted effect of over 55% in size
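ATP formation by purified human PK-M2, quantified via coupled luciferase luminescence after 1 h at room temperature with 0.1 mM ADP and 0.5 mM PEP final.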
* hit, by the source's call; ? = inconclusive; . = not tested or not shown; [ ] = dose if it differs, or a comment. Unless noted, calls come from the whole dose curve; as a rule, active = well fitted curve in the direction sought with a large enough effect; inconclusive = small, poorly fitted or top-dose-only effect, or another doubt; inactive = no such curve, though single readings can be large; an effect the other way counts as inactive or inconclusive. This is a subset, so the mix of outcomes need not match the whole.

SMILES | BRCA1 expr up | Gal4-VP16 FLuc | ELG1 genotoxic | FLuc counter | p53 reactivation | Giardia kill | Menin MLL FP TR | NPC1 promoter act | Rab9 promoter act | RORg inh | PKM2 activator
Cc1ccc(Oc2nc3ccccn3c(=O)c2/C=C(\C#N)C(=O)Nc2c(C)n(C)n(-c3ccccc3)c2=O)cc1 | -28% | -2% | 2% | -6% | -6% | -15 | -2% | 0% | -4% | -22% | -3%
O=C(Nc1ccccc1)Nc1cc([N+](=O)[O-])ccc1F | -2% | 4% | -8% | ? | 1% | 1 | ? | -5% | -5% | ? | -2%
COc1ccc(C2=NOC3(CC(=O)N(c4ccc5ccccc5c4)C3=O)C2)c(OC)c1 (configuration not stated) | 12% | ? | 0% | 1% | 3% | -8 | ? | -3% | -7% | 0% | 2%
CCOc1ccc(OCC)c(NC(=O)CN(c2ccc(C)cc2)S(=O)(=O)c2c(C)noc2C)c1 | -38% | -2% | -10% | 0% | -1% | ? | 13% | -3% | -2% | ? | 6%
CCOC(=O)c1c(C)[nH]c(C(=O)OCC(=O)N2CCCC2=O)c1C | 24% | . | 1% | 12µM* | 4% | 6 | . | -3% | 5% | . | .
CCCNC(=O)c1ccc2c(=O)c(O)c(-c3ccc(Cl)c([N+](=O)[O-])c3)[nH]c2c1 | -21% | -10% | 2% | -2% | 1% | 2 | . | -2% | -10% | 5% | 6%
O=c1[nH]c(-c2ccccc2F)nc2c1sc(=S)n2Cc1ccccc1 | -31% | -26% | -8% | 7% | 8% | -2 | ? | 0% | 0% | ? | -1%
CC(C)(C)NC(=O)c1ccccc1NC(=O)C1CC(=O)N(C2CCCCC2)C1 (configuration not stated) | -1% | -3% | 0% | 2% | 1% | 0 | 15% | 1% | 0% | -11% | .
CCn1ccnc1CN1CCN(CCC(C)C)C(CCO)C1 (configuration not stated) | -9% | -6% | -1% | 4% | 0% | 12 | 9% | -2% | -5% | 0% | 2%
COc1ccc(NC(=O)CC(NC(C)c2ccccc2)C(=O)O)cc1 (configuration not stated) | 2% | -21% | 1% | 1% | 6% | 2 | 7% | -1% | -5% | -12% | -1%[0.46 µM]
CCN(c1ccc(NC(=O)c2ccc(Cl)nc2)cc1)C(C)C | -4% | 26% | -13% | ? | 7% | -15 | ? | -25% | 0% | ? | 1%
O=C(c1cc(S(=O)(=O)N2CCCCC2)c(Cl)cc1N1CCOCC1)N1CCOCC1 | -11% | 0% | -2% | 5% | -2% | 2 | -1% | 1% | -9% | 4% | 0%
Cn1cccc1/C=C1\SC(=S)N(CC(=O)O)C1=O | 4% | 3% | 1% | ? | 8% | 11 | 5% | 14% | -3% | 14% | 1%
O=C(Nc1ccc([N+](=O)[O-])cc1)c1ccc(S(=O)(=O)N2CCCC2)cc1 | -5% | -8% | 0% | 2% | 1% | -9 | -2% | -3% | -9% | 3% | .
O=C(NCc1ccccc1)c1onc(CSc2ccc(F)cc2)c1C(=O)NCCCN1CCOCC1 | -37% | 3% | 0% | -1% | -9% | 9 | -28% | 1% | 1% | 28% | 0%
Cc1cccc(C)c1NC(=O)Cn1nnc(-c2ccc(N3CCOCC3)cc2)n1 | -18% | 19% | ? | -14%[2.3 µM] | -2% | 7 | 11% | 2% | 1% | -17% | 4%
COc1ccc(CNc2nc(-c3ccccc3)nn2C(=O)c2ccc([N+](=O)[O-])cc2)cc1 | 11µM* | 8% | 9% | -2% | ? | 5 | 20% | 27% | ? | ? | 9%
CN(C)c1ccc(C(CNS(=O)(=O)c2ccc([N+](=O)[O-])cc2)N2CCOCC2)cc1 (configuration not stated) | -1% | . | 3% | 5% | -1% | -20 | . | -2% | 2% | . | .
CNC(=O)[C@H]1O[C@@H](n2cnc3c(NCc4cccc(I)c4)ncnc32)[C@H](O)[C@@H]1O | 8% | . | ? | 3% | -6% | -17 | . | -12%[46.1 µM] | -8%[46.1 µM] | . | .
COc1ccccc1NC(=O)c1ccc2nc(-c3ccccc3)c(-c3ccccc3)nc2c1 | 0% | -13% | -1% | 0% | -2% | 4 | 0% | -4% | -6% | 1% | -13%
COc1ccc(-c2n[nH]c3c2CN(C(=O)c2ccc(OC)c(OC)c2)CC3)cc1 | -35% | 5% | -4% | 2% | -4% | 19 | . | -32%[inhibitor] | -14% | -18% | .
C/C(=N\NC(=O)c1c(C)nc2ccccn12)c1ccc(O)cc1O | -59% | -6% | ? | 1% | 11% | -20 | 20% | -37%[inhibitor] | -47%[inhibitor] | ? | 8%
Cc1ccc(NC(=O)C(=O)NCC2CCCN2S(=O)(=O)c2cccs2)c(C)c1 (configuration not stated) | -2% | . | -7% | 2% | 1% | -6 | . | -1% | -2% | . | .
CCCc1[nH]nc2c1C(c1cccc(OC(=O)c3ccco3)c1)C(C#N)=C(N)O2 (configuration not stated) | -18% | -3%[0.365 µM] | 3% | 1% | 7% | 7 | 5% | 6% | 3% | 23% | -5%
O=C(COC(=O)/C=C/c1cccc(Cl)c1)Nc1ccc2[nH]c(=O)[nH]c2c1 | -17% | . | 4% | -1% | -4% | 5 | . | -1% | -4% | . | .

Next section.
SMILES | BRCA1 expr up | Gal4-VP16 FLuc | ELG1 genotoxic | FLuc counter | p53 reactivation | Giardia kill | Menin MLL FP TR | NPC1 promoter act | Rab9 promoter act | RORg inh | PKM2 activator
O=C(CSc1n[nH]c(=O)[nH]c1=O)Nc1ccc2c(c1)C(=O)c1ccccc1C2=O | 19% | -16% | 4% | ? | 15% | 26 | . | 2% | -1% | 0% | ?
CC1=N/C(=C\c2ccc([N+](=O)[O-])cc2)C(=O)N1c1cc(Cl)ccc1C | -13% | -14% | -3% | 4% | 8% | -11 | ? | -6% | 10% | 24% | 1%
CC(C)CCn1c(=O)c2ccccc2n2c(CN(C)Cc3ccccc3)nnc12 | -27% | -4% | -28% | 4% | -13% | 3 | ? | -1% | -2% | -25% | -15%
O=C(NCc1ccccc1F)C1CCCN1C(=O)Nc1cccc(F)c1 (configuration not stated) | 2% | -8% | -6% | 2% | . | -8 | -1% | 1% | 8% | -13% | 11%
CC(=O)c1cnc(-c2cccc(Cl)c2)s1 | ? | 26% | ? | -18% | 10% | -5 | 1% | ? | ? | 7% | 0%
O=C(COc1ccc(S(=O)(=O)NC2CCCC2)cc1)N1CCCCCC1 | -45% | 1% | -1% | -1% | 14% | -16 | -14% | -2% | -7% | -16% | -2%
CCC(=O)c1ccccc1OCCCCn1cncn1 | -19% | 4% | -4% | -2% | . | -24 | -21% | -4% | -2% | -34%[1.91 µM] | 0%
O=S(=O)(NC(=S)NC1CCCCC1)c1ccccc1 | 0% | ? | 1% | -1% | -2% | -21 | -19% | -4% | 2% | 4.5µM* | -2%
O=C(c1ccccn1)c1conc1C(=O)c1ccc(Br)cc1 | 3% | ? | 2% | -11% | -2% | 3 | 15% | -1% | 2% | 13µM* | -4%
Cc1ccc(-c2noc(CN(C(=O)Cc3ccccc3)C(C)C)n2)cc1 | 3% | 17% | -5% | 4% | -3% | 5 | -13% | -5% | -3% | 10% | -2%
CCCN1CCN(CCNC(=O)Nc2ccccc2Cl)CC1 | 10% | -7% | 0% | 0% | -2% | 11 | -7% | -2% | -11% | -13% | .
O=S(=O)(N/N=C\C=C\c1ccccc1)c1ccc(Cl)cc1 | 0% | -17% | 0% | -2% | 17% | -7 | ? | 1% | -1% | 12% | 2%
O=C(Cn1cc(C(F)(F)F)ccc1=O)N/N=C/c1ccc(Cl)cc1Cl | -7% | -24% | -2% | 1% | -5% | -4 | -15% | 5% | 1% | -19% | -16%
OC1(c2ccc(Br)cc2)CN(c2ccccc2)C2=[N+]1CCS2 (configuration not stated) | -31% | -4% | -2% | 1% | 3% | 4 | 3% | -4% | 0% | 4% | 2%
COc1ccc(Cl)cc1NC(=O)CN(C)CC(=O)Nc1ccccc1N1CCOCC1 | -61% | -13% | -4% | -5% | 3% | -11 | -6% | -32%[inhibitor] | -7% | -12% | 2%
O=C1C(Cl)=C(NC2CCCCC2)C(=O)N1Cc1ccccc1 | 0% | 2% | -8% | -12% | 20% | -12 | -8% | 6% | -7% | 41% | -6%
O=C(NCC1COc2ccccc2O1)C1CCCN(S(=O)(=O)c2cccc3cccnc23)C1 (configuration not stated) | 7% | -3% | -8% | 10% | -1% | -1 | -1%[11.7 µM] | -1% | -5% | -34% | 5%
CCCS(=O)(=O)c1nc(S(=O)(=O)c2ccc(C)cc2)c(N2CCN(CCO)CC2)s1 | -3% | -24% | -2% | -1% | 7% | 46[activator] | . | -3% | -3% | 1% | .
N#Cc1ccc(C(=O)OCC(=O)Nc2cccnc2Cl)cc1 | 3% | . | 1% | . | 6% | 9 | . | 1% | -5% | . | .

High-throughput results: PubChem BioAssay, National Center for Advancing Translational Sciences (NCATS)
